High-throughput results deposited in PubChem by several laboratories.
Mcl1 Bid PPI – Mcl-1/Bid interaction inhibition. Q07820. TR-FRET Mcl-1/Bid-Dy647 peptide binding, 1536-well. inhibition, % at 21.7 µM. hit rate 0.97% among 220,000;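 active = compounds that cut the binding signal by more than half at the single screening dose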;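 also: His-tagged Mcl-1 with europium anti-His antibody binding Bid BH3 peptide; 0% = Mcl-1 plus peptide wells and 100% = peptide-only wells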
Bim-Mcl-1 – disrupts Bim peptide binding to human Mcl-1. Q07820. Bead-based flow cytometry, Bim peptide-Mcl-1 binding. inhibition, % at 10 µM. hit rate 0.1% among 190,000. AID 1009; in the data active = inhibition above about 40%;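 also: 0% = no compound tracer wells and 100% = peptide blocker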
Rab2 wt GTP – changes GTP binding to wildtype dog Rab2A, up or down | hit rate 0.19% among 190,000 | AID 760 | GTP binding activity, % at 10 µM | P61105 | GST-Rab2 wt beads, Bodipy-GTP binding, flow cytometry;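 active = GTP binding activity at least 20 points away from 100%, either lowered or raised; inconclusive = signal likely due to the compound's own green fluorescence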;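 also: 0% = beads with excess unlabeled GTP and 100% = no-compound control corrected for plate trend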
Rac1 mut GTP – human Rac1 activated mutant GTP binding change; P63000; GST-Rac1 activated beads, fluorescent GTP binding, flow cytometry; actives lie on both sides; 100% means binding = to untreated wells; percent activity (GTP binding), % at 10 µM; hit rate 0.11% among 190,000;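 active = GTP binding at least 20 percentage points away from the 100% baseline, in either direction, so actives lie on both sides; inconclusive = Compound likely fluorescent itself, or too few beads counted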
HRas wt GTP bind – human HRas wildtype GTP binding, change in either direction | P01112 | GST-Ras wt beads, Bodipy-FL-GTP binding, flow cytometry; actives lie on both sides | GTP binding activity, % at 10 µM | hit rate 0.14% among 190,000;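 active = GTP binding activity at least 20% away from the 100% baseline, either lowered as inhibitor or raised as activator; inconclusive = flagged as likely green fluorescent, judged across all proteins in the well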;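 also: 0% = unlabeled GTP competition control and 100% = no-compound control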
Target sequence (P01112 whole entry, looked up): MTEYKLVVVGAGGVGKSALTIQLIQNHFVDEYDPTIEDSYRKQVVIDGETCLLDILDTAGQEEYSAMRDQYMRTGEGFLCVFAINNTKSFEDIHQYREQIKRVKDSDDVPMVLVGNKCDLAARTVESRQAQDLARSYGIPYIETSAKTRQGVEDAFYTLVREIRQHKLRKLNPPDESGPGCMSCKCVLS
Mcl1-Noxa inh – disrupts binding of human Mcl-1 to Noxa peptide. Q07820. TR-FRET Mcl-1/Noxa peptide binding, 2 h. inhibition, % at 21.7 µM. hit rate 1.5% among 220,000. AID 1022;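 active = compounds that cut the protein-peptide binding signal by more than 50% relative to plate controls in a single-dose test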;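 also: His-tagged Mcl-1 with rhodamine Noxa BH3 peptide and terbium anti-His antibody; 0% = Mcl-1 plus Noxa peptide wells and 100% = peptide-only wells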
Pf gametocyte – P. falciparum stage V gametocyte viability inhibition | P. falciparum stage V gametocytes, ATP luminescence, 24 h | inhibition, % at 10.9 µM | hit rate 0.065% among 150,000 | AID 743093;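 active = inhibition above the mean plus 3 SD of compounds within the control limits, set per campaign, cut at about 38% in these data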;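 also: 0% = DMSO wells and 100% = medium only without gametocytes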
RGS8-Gao – modulates binding of RGS8 to human Galphao; P09471; hit rate 0.34% among 220,000; multiplexed bead flow cytometry; actives lie on both sides; AID 1423; response (percent of control binding), % at 10 µM; in the data active = response below about 60% or above about 140%; inactive = in between;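 also: Galphao activated as the GDP aluminium fluoride complex binding bead-coupled RGS8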
Target sequence (P09471 whole entry, looked up): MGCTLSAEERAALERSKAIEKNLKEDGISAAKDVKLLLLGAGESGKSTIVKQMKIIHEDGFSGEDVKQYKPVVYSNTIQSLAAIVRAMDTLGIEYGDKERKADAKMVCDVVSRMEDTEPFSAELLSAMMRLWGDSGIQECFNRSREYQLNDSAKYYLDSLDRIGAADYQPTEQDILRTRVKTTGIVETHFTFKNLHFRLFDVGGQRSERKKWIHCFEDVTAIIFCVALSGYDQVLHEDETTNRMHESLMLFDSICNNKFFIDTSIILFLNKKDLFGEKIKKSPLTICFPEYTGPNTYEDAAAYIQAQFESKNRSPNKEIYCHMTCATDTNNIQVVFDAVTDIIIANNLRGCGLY
Rab7 wt GTP bind – alters GTP binding to wildtype dog Rab7 | GST-Rab7 beads, fluorescent GTP binding, flow cytometry; actives lie on both sides; untreated = 100%, excess cold GTP = 0% | GTP binding activity (percent of control), % at 10 µM | hit rate 0.055% among 190,000;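 active = fluorescent GTP binding to Rab7 beads changed by at least 20 points from the 100% baseline, either direction, mostly lower; inconclusive = compound itself probably fluorescent, or too few beads counted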;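 also: median green fluorescence of bound Bodipy-FL-GTP per Rab7 bead population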
Cdc42 wt GTP – modulators (inhibitors or activators) of GTP binding to human Cdc42 wildtype. P60953. GST-Cdc42 beads, Bodipy-GTP binding, flow cytometry; actives lie on both sides. percent activity (GTP binding), % at 10 µM. hit rate 0.2% among 190,000. AID 761;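 active = percent activity GTP binding at least 20 points away from the 100% baseline, either down as inhibitor or up as activator; inconclusive = compound flagged as likely green fluorescent from well-wide comparison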;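 also: median bead fluorescence of bound Bodipy-FL-GTP at 100 nM; 0% = excess unlabeled GTP control and 100% = no compound control; below 100% means less GTP binding so inhibitor and above means activator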
Target sequence (P60953 whole entry, looked up): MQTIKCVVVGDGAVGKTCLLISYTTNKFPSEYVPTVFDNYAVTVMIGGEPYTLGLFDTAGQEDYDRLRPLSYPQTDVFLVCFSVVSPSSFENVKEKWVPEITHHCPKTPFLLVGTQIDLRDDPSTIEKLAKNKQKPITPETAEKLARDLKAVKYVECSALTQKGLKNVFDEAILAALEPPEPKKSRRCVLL
Rac1 wt GTP bind – human Rac1 wildtype GTP binding, inhibitors and activators. P63000. GST-Rac1 beads, fluorescent GTP binding, flow cytometry; actives lie on both sides; 0 = cold GTP competed, 100 = untreated. GTP binding activity (% of control), % at 10 µM. hit rate 0.27% among 190,000. AID 757;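 active = GTP binding activity at least 20 points away from the 100% control level, either lower or higher; inconclusive = compound flagged as likely green fluorescent, judged across all proteins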
An asterisk follows results filed as active; ? = inconclusive; . = no result given.

SMILES	Mcl1 Bid PPI	Bim-Mcl-1	Rab2 wt GTP	Rac1 mut GTP	HRas wt GTP bind	Mcl1-Noxa inh	Pf gametocyte	RGS8-Gao	Rab7 wt GTP bind	Cdc42 wt GTP	Rac1 wt GTP bind
Cc1c(C(=O)NC2CCCCC2)oc2c1C(=O)CC(C)(C)C2	-6	0	93	95	96	.	0	100	91	98	93
CCc1ccc(N2CCN(C(=O)N3CCOCC3)CC2)cc1	-19	0	91	95	93	2	-5	97	87	93	97
CN(C)c1ccc(NC(=O)CSc2n[nH]c(-c3ccco3)n2)cc1	-74	2	95	94	94	14	.	89	95	96	97
COc1ccc(-n2c(CNC(=O)c3ccc(S(=O)(=O)N4CCCC4)cc3)n[nH]c2=S)cc1	-68	-3	95	95	97	16	-9	103	100	96	102
CCCCC1(O)CC(C(F)(F)F)=NN1C(=O)COc1ccccc1 (stereo unspecified)	-8	-3	97	97	98	11	12	105	100	94	102
CC(C)OC(=O)/C(=C\c1ccccc1)NC(=O)c1ccccc1	-11	5	98	98	97	-3	-6	100	98	99	99
Cc1ccc(-c2nn(-c3ccccc3)cc2C(=O)Nc2ccc(C)c(S(=O)(=O)N3CCOCC3)c2)cc1	6	-9	100	99	101	5	.	101	103	102	104
C/C(=N\NC(=S)NC(C)C)c1cccc([N+](=O)[O-])c1	-12	-2	96	97	97	11	-34	107	99	99	101
COc1ccc(Cl)cc1S(=O)(=O)NC1CC(C)(C)NC(C)(C)C1	-1	0	104	93	102	-4	-31	98	108	99	98
FC(F)Oc1ccc(NC(=S)NCCc2ccccn2)cc1	-32	-4	102	98	101	7	0	102	104	98	103
COc1cccc(C(=O)NCc2ccccc2OC)c1	-14	0	99	98	100	3	.	95	96	100	104
CCN(CC)c1ccc2cc(C#N)c(=O)oc2c1	-10	0	99	95	97	28	23	102	97	96	101
CC1CC(C)CN(C(=O)CSc2nc(N)cc(=O)[nH]2)C1 (stereo unspecified)	-27	-4	97	97	96	4	-23	101	96	95	99
Cc1cccn2c(=O)c(/C=N/O)c(N3CCOCC3)nc12	-28	-1	?	?	?	-2	7	100	?	?	?
CC1(C)OC(C(N)=O)C(C(N)=O)O1 (stereo unspecified)	-2	0	100	97	98	1	.	99	97	99	100
O=C(Cc1ccccc1)N1CCc2ccccc21	-17	2	95	95	97	-12	5	104	96	98	99
COC(=O)c1cn(C(=O)c2cccc(C)c2)c2ccccc12	-27	-2	?	?	?	13	16	98	?	?	?
CC(C)=CC(=O)Nc1nnc(-c2ccccc2)s1	-15	-1	93	97	94	-17	-25	102	94	94	97
O=C(CCSc1ccc(Cl)cc1)NCc1ccccn1	3	0	95	95	95	15	13	103	94	95	99
Cc1ccc(C(=O)Nc2ccon2)cc1S(=O)(=O)N1CCOCC1	-10	0	97	98	98	0	.	96	97	99	101
CCOc1ccc(C2CC(c3cccc(OC)c3)Nc3nc(N)nn32)cc1 (stereo unspecified)	-14	-4	98	99	99	7	.	99	94	98	103
O=c1cc(C(F)(F)F)c2sc(N3CCCCC3)nc2[nH]1	-23	0	99	94	100	0	8	101	100	98	98
O=C(Nc1c(C(=O)c2ccccc2)oc2ccccc12)c1cc(-c2ccccc2O)n[nH]1	-5	-2	98	98	99	16	-1	104	99	100	102
Cc1ccc(OCCCNCCO)c(Br)c1	-2	-2	101	98	105	-4	.	100	100	106	106
COc1ccc(CN(C(=O)c2snc(C(N)=O)c2N)C(C(=O)NC(C)(C)C)c2ccco2)cc1 (stereo unspecified)	-8	-3	103	100	104	13	.	99	104	102	103
CC(C)Cn1nc(NC(=O)C(C)(C)C)c2cc3ccccc3nc21	-4	0	103	100	103	19	.	108	98	104	106
CCCc1cc(=O)[nH]c(SCC(=O)Nc2ccc(Br)cc2Br)n1	-31	0	100	96	97	-7	1	101	102	97	97
CC(C)(C)C(=O)NC(Nc1cccc2cccnc12)C(Cl)(Cl)Cl (stereo unspecified)	-11	0	106	101	106	2	.	101	102	106	104
C=CCn1c(-c2cccn(Cc3cccc(Cl)c3)c2=O)n[nH]c1=S	-7	-7	99	100	100	14	12	94	103	99	104
CS(=O)(=O)c1cnc2c(-c3ccsc3)cnn2c1N	-1	1	93	93	95	4	-11	98	91	92	96
COc1cccc(C2CCCCN2Cc2nc(-c3ccc(C)o3)oc2C)c1 (stereo unspecified)	-11	0	103	95	100	-12	3	103	108	98	104
COCc1cc(C)nc2sc3c(=O)n(-c4cccc5ccccc45)nnc3c12	48	0	98	100	97	28	.	95	102	98	99
Cc1ccccc1C(=O)c1c[nH]c(C(=O)N2CCN(c3ccccc3F)CC2)c1	-10	-1	96	94	96	-14	.	104	93	95	97
O=C(Nc1cccnc1)Nc1ccc(Br)cc1Cl	-4	2	101	99	103	34	.	96	105	100	106
COC(=O)c1ccccc1NC(=O)Nc1nnc(N2CCCCC2C)s1 (stereo unspecified)	-8	-4	102	99	101	-10	.	107	101	101	101
CC1C(c2ccccc2)=[N+]([O-])C2(CCCC2)N1O (stereo unspecified)	-14	-1	103	100	105	10	-6	105	101	101	103
CSc1ccc(CN(C)CC(=O)NCc2ccc(F)cc2)cc1	-27	0	99	96	95	13	-19	103	98	96	95
CCOC(=O)c1cc(-c2ccccc2)n(CC(=O)N2CCCC2)c1C	94*	-1	102	101	102	7	-16	100	102	102	106
NC(=O)c1cc(Br)cc2c3c([nH]c12)CCCC3	-27	-6	97	100	100	12	.	101	96	99	102
O=C(Cc1ncn[nH]1)NCCc1ccccc1	-11	-1	100	98	98	0	.	89	100	99	103
CCOc1ccc(-n2c(SCC(=O)Nc3cc(OC)c([N+](=O)[O-])cc3C)nc3ccccc32)cc1	-8	-4	101	103	103	10	-6	101	101	104	105
COc1cccc(/C=N/N2C(=O)NC3(CCCCC3)C2=O)c1O	-22	1	97	96	99	4	3	98	98	98	102
Clc1ccc(C(c2nnnn2C2CCCC2)N2CCN(Cc3ccncc3)CC2)cc1 (stereo unspecified)	15	-2	104	100	104	5	.	98	104	104	104
Cc1ccc(S(=O)(=O)Nc2ccccn2)cc1[N+](=O)[O-]	-19	-2	100	95	101	11	16	101	98	101	103
Cc1ccc(CSCC(=O)Nc2ccc3c(c2)OCO3)cc1	-3	0	99	100	98	5	.	88	90	98	99
Oc1ccccc1N=Nc1ccccc1O	-33	-6	?	?	?	12	-23	75	?	?	?
Cc1nc(C)c(C(=O)Nc2nc3c(C)cccc3s2)o1	-19	0	98	100	100	91*	.	98	98	102	100
NS(=O)(=O)c1ccc(CCNC(=O)CSc2nc3ccccc3c3nc(CCN4CCCCC4)nn23)cc1	11	0	99	99	100	25	.	102	99	102	107
COc1ccc(CN2c3cc(S(=O)(=O)N4CCOCC4)ccc3N3CCCC32)cc1 (stereo unspecified)	3	-4	99	98	99	7	8	103	100	99	101
Cc1ccc(-c2csc(-c3c[nH]c4ccccc34)n2)cc1	0	0	99	100	102	8	.	98	102	100	106
COc1ccc2[nH]c(=O)c(CNC3CCCCC3)cc2c1	70*	-2	100	102	98	4	.	103	97	100	104
CN(C)c1cccc(C(=O)NCc2ccc(Cl)cc2)c1	-78	-2	97	96	98	17	-11	101	98	98	100
COc1ccc(NCc2nnc(SCC(=O)c3ccc(OC)cc3)o2)cc1	-37	4	97	98	97	-1	-26	100	99	99	100
COc1ccc(NC(=O)COc2cccnc2[N+](=O)[O-])cc1OC	0	-2	97	96	98	22	-16	105	98	94	103
N=c1c2c(-c3ccccc3)c(-c3ccccc3)n(Cc3ccco3)c2ncn1CCO	-20	-8	98	96	97	3	0	99	94	98	101
CCC(CC)c1nnc(NC(=O)c2nc3nc(C)cc(C)n3n2)s1	-33	-6	100	98	100	13	.	100	101	101	106
CC(C)(C)NC(=O)NC(=O)COC(=O)Cc1c(F)cccc1Cl	-15	0	96	97	95	-3	2	100	95	99	98
CC(C)C(NC(=O)C12CC3CC(CC(C3)C1)C2)C(=O)NC1=NCCS1 (stereo unspecified)	-14	3	100	99	100	7	.	99	101	100	101
Cc1ccc(-c2nc(N)sc2-c2ccc(C)cc2)cc1	4	-3	99	95	98	18	9	98	104	98	99
Cc1nc2ccccc2n1CC(=O)NC(C)C1CC2CCC1C2 (stereo unspecified)	-7	-6	97	93	93	16	10	98	93	99	100

The results go on:
SMILES	Mcl1 Bid PPI	Bim-Mcl-1	Rab2 wt GTP	Rac1 mut GTP	HRas wt GTP bind	Mcl1-Noxa inh	Pf gametocyte	RGS8-Gao	Rab7 wt GTP bind	Cdc42 wt GTP	Rac1 wt GTP bind
Cc1cc(C)c2nc(NC(=O)c3ccc4c(c3)OCO4)sc2c1	-215	-2	105	101	100	10	.	104	105	100	103
CCC(C)NC(=O)CCc1nc2ccccc2n1-c1ccccc1 (stereo unspecified)	-5	-5	100	98	99	5	4	105	102	102	101
N#CCc1ccc(NS(=O)(=O)c2ccc(N3CCCC3=O)cc2)cc1	-3	2	101	100	101	7	.	104	98	102	106
O=C(O)c1cccc2[nH]c(C(F)(F)F)nc12	18	-1	105	103	104	8	.	100	104	105	109
C=CC#CC1(O)CC(C)N(C)CC1C (stereo unspecified)	-19	1	100	99	96	4	-6	103	92	105	100
Cn1c(SCC(=O)N/N=C/c2cccs2)nc2ccccc21	10	0	100	100	103	6	33	100	103	103	105
COC(=O)c1c(NC(=O)Cc2ccccc2)sc2c1C(C(=O)OC)CC2 (stereo unspecified)	-9	0	98	95	96	22	0	96	104	96	94
COc1ccc(NC(=O)ON=C2c3ccccc3-c3ccccc32)cc1	-37	-2	98	98	98	17	.	100	99	98	105
CCCSC1=C(C#N)C(c2ccccc2C)C(C(=O)OC)C(=O)N1 (stereo unspecified)	-12	-4	99	97	100	2	4	98	94	99	104
Cc1[nH]nc(S(=O)CC(=O)O)c1[N+](=O)[O-] (stereo unspecified)	30	-1	98	95	100	46	.	100	104	99	100
O=C(OCC(=O)N1CCc2ccccc21)c1ccc[nH]c1=O	4	3	94	95	91	10	7	103	89	95	94
COC(=O)CN1C(=O)C2(OCCCO2)c2ccccc21	-15	0	104	100	103	10	.	99	94	103	101
CC(Cc1c[nH]c2ccccc12)NC(=O)OCCCl (stereo unspecified)	-27	0	98	95	97	0	17	99	96	97	104
N/C(Cc1ccc([N+](=O)[O-])cc1)=N\OC(=O)c1ccc([N+](=O)[O-])cc1	-8	0	92	94	95	13	.	107	94	94	95
COc1ccc(Cl)c2c1[nH]c1nc(SCc3cccnc3)nnc12	-32	-2	90	90	92	15	1	104	100	88	89
